GSTO1 inh = inhibitors of recombinant GSTO1, primary screen, counter-screen for RBBP9 inhibitor project, biochemical, fluorescence polarization. inhibition, % at 5.96 µM. Glutathione S-transferase omega-1 (Homo sapiens), P78417. 300,000 tested, 1.1% active. activity-based probe fluorescence polarization;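 active means inhibition above the campaign mean inhibition plus 3 SD, cut at about 35% in these data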;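 further: 0% = GSTO1-1 with DMSO and 100% = wells lacking GSTO1-1 enzyme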
PAFAH1B2 inh = PAFAH1B2 enzyme inhibitors, primary screen, biochemical, fluorescence polarization, human; Platelet-activating factor acetylhydrolase IB subunit alpha2 (Homo sapiens), P68402; recombinant PAFAH1B2, FP-rhodamine activity probe; inhibition, % at 3.39 µM; 340,000 tested, 1.2% active;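 active means inhibition above the mean of all tested compounds plus 3 SD, cut at about 24% in these data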;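 further: 0% = enzyme with DMSO and 100% = wells lacking PAFAH1B2; many of its hits are not listed in these tables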
Target sequence (P68402 whole entry, looked up): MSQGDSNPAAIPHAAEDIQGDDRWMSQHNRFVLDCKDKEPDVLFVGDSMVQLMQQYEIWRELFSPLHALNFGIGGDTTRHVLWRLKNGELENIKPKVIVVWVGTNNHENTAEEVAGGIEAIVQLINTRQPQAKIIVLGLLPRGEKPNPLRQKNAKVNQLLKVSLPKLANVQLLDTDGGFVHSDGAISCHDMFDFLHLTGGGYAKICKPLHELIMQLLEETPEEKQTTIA
PAD4 inh = human PAD4 inhibitors, primary screen, biochemical, fluorescence polarization, 1536-well format; Protein-arginine deiminase type-4 (Homo sapiens), Q9UM07; recombinant PAD4, RCA probe fluorescence polarization; inhibition, % at 6.36 µM; 330,000 tested, 0.41% active;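 active means percent inhibition above a cutoff equal to the mean of all tested compounds plus 3 SD, cut at about 15% in these data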;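 further: 0% = PAD4 with RCA probe and DMSO and 100% = probe without PAD4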
Target sequence (Q9UM07 whole entry, looked up): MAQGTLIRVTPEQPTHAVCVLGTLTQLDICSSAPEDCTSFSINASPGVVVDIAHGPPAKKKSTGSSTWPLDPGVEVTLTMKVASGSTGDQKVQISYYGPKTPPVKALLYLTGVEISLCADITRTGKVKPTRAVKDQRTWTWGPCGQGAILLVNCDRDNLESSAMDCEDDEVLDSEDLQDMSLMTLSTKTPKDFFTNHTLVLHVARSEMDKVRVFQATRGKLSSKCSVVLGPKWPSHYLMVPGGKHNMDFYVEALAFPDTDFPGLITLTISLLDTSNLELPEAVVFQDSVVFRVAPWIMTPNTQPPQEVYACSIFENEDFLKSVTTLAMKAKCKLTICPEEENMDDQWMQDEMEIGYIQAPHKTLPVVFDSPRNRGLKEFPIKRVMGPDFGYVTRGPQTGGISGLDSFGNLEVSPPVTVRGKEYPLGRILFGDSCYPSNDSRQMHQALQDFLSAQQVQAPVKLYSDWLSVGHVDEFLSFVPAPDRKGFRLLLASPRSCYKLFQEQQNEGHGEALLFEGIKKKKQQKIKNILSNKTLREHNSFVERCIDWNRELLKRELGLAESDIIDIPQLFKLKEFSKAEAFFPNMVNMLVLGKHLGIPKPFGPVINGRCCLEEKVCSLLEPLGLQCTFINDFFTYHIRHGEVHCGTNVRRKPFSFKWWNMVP
PREPL inh = PREPL enzyme inhibitors, primary screen, biochemical, fluorescence polarization; Prolyl endopeptidase-like (Homo sapiens), Q4J6C6; recombinant PREPL, fluorescence polarization activity-based probe; inhibition, % at 5.96 µM; 320,000 tested, 0.68% active; in the data active means inhibition above about 43%;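 further: 0% = enzyme with DMSO and 100% = wells lacking enzyme; many of its hits are not listed in these tables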
pPAFAH FP inh = pPAFAH enzyme inhibitors, primary screen, biochemical, fluorescence polarization, human; recombinant pPAFAH, FP-rhodamine probe fluorescence polarization; inhibition, % at 3.39 µM; 330,000 tested, 1.5% active; Platelet-activating factor acetylhydrolase (Homo sapiens), Q13093; AID 463082, 2010;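 active means inhibition above the mean inhibition across the screen plus 3 SD, cut at about 25% in these data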;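 further: inhibitors block binding of the rhodamine activity-based probe so polarization drops; 0% = enzyme with DMSO and 100% = wells lacking pPAFAH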
LYPLA2 inh = LYPLA2 inhibitors, primary screen, counter-screen for PME1 inhibitor project, biochemical, fluorescence polarization, FP-Rh probe ABPP | Acyl-protein thioesterase 2 (Homo sapiens), O95372 | recombinant LYPLA2 | inhibition, % at 5.9 µM | 320,000 tested, 0.38% active;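 active means inhibition above the screen-wide mean plus 3 SD, limit set per campaign, cut at about 26% in these data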;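 further: 0% = LYPLA2 with DMSO and 100% = wells lacking LYPLA2 enzyme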
PAFAH2 inh = PAFAH2 enzyme inhibitors, primary screen, biochemical, fluorescence polarization, human. Platelet-activating factor acetylhydrolase 2, cytoplasmic (Homo sapiens), Q99487. recombinant PAFAH2, FP-rhodamine activity probe. inhibition, % at 3.39 µM. 340,000 tested, 0.99% active;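 active means inhibition above the mean over all tested compounds plus 3 SD, cut at about 30% in these data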;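 further: inhibitors block probe labeling of enzyme so polarization drops; 0% = enzyme with DMSO and 100% = wells lacking PAFAH2 protein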
LYPLA1 counter = LYPLA1 inhibitors, primary screen, counter-screen for PME1 inhibitor project, biochemical, fluorescence polarization, FP-Rh probe ABPP; Acyl-protein thioesterase 1 (Homo sapiens), O75608; recombinant LYPLA1; inhibition, % at 5.9 µM; 320,000 tested, 0.16% active; AID 2174, 2009;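 active means inhibition above the mean of all tested compounds plus 3 SD, set per campaign, cut at about 14% in these data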;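 further: inhibitors block serine hydrolase probe labeling of LYPLA1 so polarization falls; 0% = enzyme with DMSO and 100% = wells lacking LYPLA1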
PAFAH1B3 inh = PAFAH1B3 enzyme inhibitors, primary screen, biochemical, fluorescence polarization, human; inhibition, % at 3.39 µM; 340,000 tested, 0.28% active; AID 492972, 2010; recombinant PAFAH1B3, FP-rhodamine probe;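 active means inhibition above the screen-wide average of all tested compounds plus 3 SD, cut at about 25% in these data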;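 further: 0% = enzyme with DMSO only and 100% = wells lacking PAFAH1B3 protein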
Target sequence (Q15102 whole entry, looked up): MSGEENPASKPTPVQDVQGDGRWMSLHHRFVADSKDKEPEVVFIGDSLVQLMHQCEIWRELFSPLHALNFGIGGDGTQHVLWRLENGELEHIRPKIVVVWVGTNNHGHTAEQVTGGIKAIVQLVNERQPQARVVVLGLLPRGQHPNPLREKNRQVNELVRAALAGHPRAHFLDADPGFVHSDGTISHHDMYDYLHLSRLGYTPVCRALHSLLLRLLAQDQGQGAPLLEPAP
Active calls of the source: *; . = not tested or not shown. These rows are one share of the data; count on the stated rates, not on these rows.

SMILES	GSTO1 inh	PAFAH1B2 inh	PAD4 inh	PREPL inh	pPAFAH FP inh	LYPLA2 inh	PAFAH2 inh	LYPLA1 counter	PAFAH1B3 inh
Cc1ccc(NC(=O)CSc2nnc([C@@H](N)Cc3c[nH]c4ccccc34)o2)c(C)c1	2	6	-2	16	-3	5	7	1	7
O=C1NC(=O)N(Cc2ccco2)C(=O)/C1=C/c1ccc(-c2cccc([N+](=O)[O-])c2)o1	40*	4	0	16	66*	5	37*	1	6
COc1c(C=C2C(=O)NC(=O)NC2=O)c(CCN(C)C(=O)c2ccccc2)cc2c1OCO2	1	0	3	5	4	4	6	7	7
Cc1cccc(-c2nc3ccccc3c(=O)n2-n2cccc2)c1	-2	3	1	8	-1	3	11	2	4
Cc1ccc(-c2nc3ccc(C)cn3c2CC(=O)N(C)C)cc1	8	5	17*	4	5	0	-1	0	8
CCC(NC(=O)OC(C)(C)C)C(=O)Oc1cc(C)cc2oc(=O)c3c(c12)CCC3 (centres undefined)	8	2	2	5	7	7	-3	-1	1
N#Cc1ccc(NC(=O)CN2CCCC2)cc1Cl	2	5	-3	24	3	4	4	4	8
CC(C)(C)c1ccc(S(=O)(=O)N2CC3CC(C2)c2cccc(=O)n2C3)cc1 (centres undefined)	2	26*	-1	3	4	-2	8	3	11
CC(=NCCc1ccccc1)c1c(O)[nH]c(=O)[nH]c1=O	1	10	-1	-9	-3	7	7	3	-1
CC[C@H]1CC2CN3CCc4c([nH]c5ccccc45)C(C(=O)OC)(C2)C13 (some centres undefined)	-3	.	-5	12	4	1	.	0	.
CCOC(=O)c1c(C)n(CC(O)CN2CCOCC2)c2cc(Br)c(OC)cc12 (centres undefined)	-3	2	1	4	-3	-1	8	-1	7
CC(C)c1ccc(-n2c(O)c(/C=N/NC(=O)c3ccccc3O)c(=O)[nH]c2=S)cc1	3	-8	-5	5	47*	4	-18	-8	-13
COC(=O)CNC(=O)c1cn(CCC#N)nc1-c1ccc(F)cc1	-3	6	-7	1	-1	-7	-5	-1	7
N#CC(C#N)=C(C#N)c1ccc(Nc2ccccc2)cc1	11	9	5	-3	9	6	2	2	6
COC(=O)C1=C(c2ccc(F)cc2OCc2ccccc2)C[C@@H]2CC[C@H]1N2C(=O)NCCOc1ccccc1Cl	.	-6	3	7	-1	-8	0	-4	-1
Cc1c(C=O)c2ccccc2n1Cc1cccc(F)c1	-6	-2	-1	-5	1	7	4	2	-2
Cc1nc2ccccc2c(=O)n1-c1ccc(Br)cn1	6	.	-3	0	1	4	.	2	.
C/C=C1/CN2C3CC1C(CO)(C(=O)OC)C2Cc1c3n(C)c2ccccc12 (centres undefined)	11	2	2	7	3	7	-7	1	6
O=C(Nc1ccc(Cl)cc1C(=O)c1ccccc1Cl)c1ccco1	-1	5	1	13	1	2	0	-1	4
Cc1ccsc1C(=O)C1CCCN(Cc2cnn(C(C)C)c2)C1 (centres undefined)	0	0	-2	13	-4	-5	1	-4	5
CC(C)(Cl)[N+](=O)[O-]	.	5	-4	4	3	8	1	-1	3
CN1CCN2c3ccccc3CC3(C(=O)N(C)C(=O)N(C)C3=O)C2C1 (centres undefined)	-3	3	-2	-2	5	-1	-2	-2	4
C[C@]12CC[C@H]3C(CCC4(O)CC(O)CC[C@]34C=O)C1=CC[C@H]2c1ccc(=O)oc1 (some centres undefined)	4	6	-1	0	-1	1	10	-1	-4
CCOc1ccccc1CNCCc1ccc2c(c1)OCO2	4	2	-1	-59	3	5	5	2	10
CCC(c1ccc(C)cc1)N1C(=O)C2C3CCC(O3)C2C1=O (centres undefined)	.	7	-2	2	2	-3	-4	3	3
CN(C)c1ccc(C=C(C#N)C#N)cc1	-1	3	-2	-1	3	2	-3	0	4
COc1ccc(N=Cc2c(O)n(C)c(=O)n(C)c2=O)cc1	1	4	-1	-4	2	-1	-5	-2	2
c1ccc(CN2CCc3nc4ccccc4cc3C2)cc1	-1	3	2	2	5	-2	0	-1	8
CS(=O)(=O)NCc1nnc2n1-c1ccc(Cl)cc1C(c1ccccc1)=NC2	4	-2	8	16	-1	-4	-4	0	1
C/C(=N\N=C(N)N)c1ccccc1	1	2	6	4	3	1	0	3	2
O=C(Cn1nc(-c2ccc(Cl)cc2)ccc1=O)N1CCC2(CC1)OCCO2	8	-1	-7	11	18	-3	-1	1	-2
CCCC(C)n1[nH]c(=O)c2c1NC(=O)CSC2c1ccc(OC)cc1 (centres undefined)	15	2	-1	-2	28*	-4	1	-4	5
CC(=NCC1CCCO1)c1c(O)n(-c2ccccc2)c(=O)[nH]c1=O (centres undefined)	-1	3	-2	7	-2	-1	7	1	3
CCN1CCN(C(c2cccs2)C(C)NC(=O)Oc2ccccc2)CC1 (centres undefined)	0	4	-5	14	4	5	-4	0	4
c1ccc(-c2nc(N3CCOCC3)s[n+]2-c2ccccc2)cc1	8	8	3	-5	1	5	-2	-2	13
O=C(COc1ccccc1)N1CCN(C/C=C/c2ccccc2)CC1	6	6	-2	-16	2	6	-12	-2	-1
COc1ccccc1OCC(=O)N1CCCC(N(C)Cc2ccccc2)C1 (centres undefined)	-4	0	-4	-8	-5	-12	-3	-1	0
O=C(Cc1ccccc1)Oc1cccc(-n2cnnn2)c1	-1	8	-2	-1	8	1	-2	-1	-1
O=C(COC(=O)c1ccc(O)cc1)Nc1ccc(Cl)cc1C(=O)c1ccccc1	-2	2	1	-8	5	-10	63*	-3	1
CCOC(=O)CCN=Cc1c(O)n(-c2ccc(Br)cc2)c(=O)[nH]c1=O	-3	-3	-1	-3	2	7	0	1	4
O=C(CF)NC(NC(=S)Nc1ccccc1O)C(Cl)(Cl)Cl (centres undefined)	27	4	-14	13	10	6	7	3	-5
CN(C(=O)CN1CC=C(c2ccccc2)CC1)c1c(N)n(Cc2ccccc2)c(=O)[nH]c1=O	5	6	-1	27	4	-4	1	-2	0
O=c1[nH]c(=S)n(CCC2=CCCCC2)c(O)c1C=NCc1cccnc1	-1	10	7	-1	-9	-3	11	-2	12
COC(=O)C1=C(c2ccc(OC)c(OC)c2)C[C@@H]2CC[C@H]1N2C(=O)N1CCc2cc(OC)c(OC)cc2C1	.	0	1	20	4	6	4	2	2
c1ccc(C2CC3CC(c4ccco4)N2O3)cc1 (centres undefined)	5	1	-3	4	8	-4	0	-1	12
CCCCC(=O)N/N=C/c1c(O)n(CCc2ccc(OC)c(OC)c2)c(=O)[nH]c1=O	-3	3	-4	1	6	6	9	-3	-2
CCOCC(=O)NC1CCSC1=O (centres undefined)	1	0	-5	-2	2	0	-8	-3	4
Cc1cc(CN(C)C)c(OC(=O)N(C)C)cc1C	0	6	1	-5	2	1	-5	0	2
CCn1cc(C(=O)NCc2ccccc2)c2ccccc21	4	1	-2	-2	4	2	-5	-4	0
CNC(=S)N/N=C1\C2CN3CCN(C2)CC1(c1ccccc1)C3	4	6	0	-2	2	-1	5	2	6
(listing goes on)
SMILES	GSTO1 inh	PAFAH1B2 inh	PAD4 inh	PREPL inh	pPAFAH FP inh	LYPLA2 inh	PAFAH2 inh	LYPLA1 counter	PAFAH1B3 inh
COc1ccc(CCNC(=O)c2c(N)n(CCN3CCOCC3)c3nc4ccccc4nc23)cc1	2	4	2	19	11	6	2	-3	8
CCN(CC)C(=O)c1ccc(NC(=O)c2cccc(C(F)(F)F)c2)cc1	-5	0	-4	34	10	-5	-1	2	2
Fc1cccc(C2NCCc3[nH]cnc32)c1 (centres undefined)	5	0	3	4	0	-2	3	-2	-4
COc1cc(Cn2c(N)c(C(=O)NCc3ccco3)c3nc4ccccc4nc32)cc(OC)c1OC	-2	8	-2	22	21	-11	0	-15	9
COCCOC(=O)c1c(N)n(Cc2ccccc2)c2nc3ccccc3nc12	28	6	-27	9	-4	-3	-4	0	7
Cc1c(N=Nc2c(O)n(C)c(=O)n(C)c2=O)c(=O)n(-c2ccccc2)n1C	39*	3	0	-9	1	5	-9	-2	8
C[C@]12CCC3C(CC[C@@H]4C[C@H](O)CC[C@]34C)C1CCC2=O (some centres undefined)	.	6	-1	-1	0	.	-4	.	0
O=C(c1cccnc1)c1cc2ccccc2[nH]1	0	1	-7	-37	6	8	0	1	0
CCOC(=O)c1c(NC(=O)c2c(N)n(CCCOC)c3nc4ccccc4nc23)sc2c1CCCC2	-7	2	-5	3	5	1	2	6	16
CN(C)CCOC(=O)c1cn(Cc2ccccc2)c2ccccc12	6	3	-4	0	1	5	-6	-1	4
OC(c1cccc(Cl)c1)(c1cccc(Cl)c1)C1CN2CCC1CC2 (centres undefined)	5	4	-4	-6	2	1	3	1	-2
Cc1c(C(c2ccc(Cl)cc2Cl)c2c(O)c3ccccc3oc2=O)c(=O)n(-c2ccccc2)n1C (centres undefined)	6	3	-1	0	2	9	39*	1	3
CC(=O)Nc1ccc([As](=O)(O)c2ccc([N+](=O)[O-])cc2)cc1	17	3	-1	7	-4	-5	3	-4	4
CCOc1ccc(-n2c(O)c(C=Nc3ccc(N(CC)CC)cc3)c(=O)[nH]c2=O)cc1	4	3	-12	23	3	3	3	-2	7
O=S(=O)(c1ccccc1)N1CC1c1ccccc1 (centres undefined)	-2	5	4	7	-2	4	4	-1	-1
Cc1ccc(OCC(=O)N2CCN(C3CCC(c4ccccc4)CC3)CC2)cc1 (centres undefined)	1	4	4	5	9	24	-1	7	8
COCc1cc(OC(=O)N(C)C)nc(-c2ccc(C)c(Cl)c2)n1	-5	3	-2	5	5	-1	1	1	4
Cn1c(=O)c2nncnc2n(C)c1=O	6	4	0	14	2	-2	-2	3	4
CC#CP(=O)(OC)C(O)(CF)c1ccccc1 (centres undefined)	5	-2	-8	5	1	0	1	-3	-3
COc1cccc(-c2nn(Cc3ccccc3)cc2C(=O)O)c1	1	17	-4	10	0	-5	4	-1	4
Nc1ccncc1	0	-1	2	4	-1	0	5	2	8

Reformatted with each value named: entries from further up
Cc1ccc(OCC(=O)N2CCN(C3CCC(c4ccccc4)CC3)CC2)cc1 (centres undefined)
  GSTO1 inh: 1
  PAFAH1B2 inh: 4
  PAD4 inh: 4
  PREPL inh: 5
  pPAFAH FP inh: 9
  LYPLA2 inh: 24
  PAFAH2 inh: -1
  LYPLA1 counter: 7
  PAFAH1B3 inh: 8
COCc1cc(OC(=O)N(C)C)nc(-c2ccc(C)c(Cl)c2)n1
  GSTO1 inh: -5
  PAFAH1B2 inh: 3
  PAD4 inh: -2
  PREPL inh: 5
  pPAFAH FP inh: 5
  LYPLA2 inh: -1
  PAFAH2 inh: 1
  LYPLA1 counter: 1
  PAFAH1B3 inh: 4
Cn1c(=O)c2nncnc2n(C)c1=O
  GSTO1 inh: 6
  PAFAH1B2 inh: 4
  PAD4 inh: 0
  PREPL inh: 14
  pPAFAH FP inh: 2
  LYPLA2 inh: -2
  PAFAH2 inh: -2
  LYPLA1 counter: 3
  PAFAH1B3 inh: 4
CC#CP(=O)(OC)C(O)(CF)c1ccccc1 (centres undefined)
  GSTO1 inh: 5
  PAFAH1B2 inh: -2
  PAD4 inh: -8
  PREPL inh: 5
  pPAFAH FP inh: 1
  LYPLA2 inh: 0
  PAFAH2 inh: 1
  LYPLA1 counter: -3
  PAFAH1B3 inh: -3
